# CHT block – inhibits the human high affinity choline transporter; CHT-expressing cells, membrane potential dye, choline response; hits give low values; 0.86% of 310,000 active; AID 488975; B-score at 10 µM; Q9GZV3;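 active = B-score over 3 SD under the library average, and starting fluorescence ratio not unusually high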;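 note: choline stimulus applied at its EC90 after an EC20 pre-addition; B-score computed on integrated fluorescence ratio after choline addition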
# Target sequence (Q9GZV3 whole entry, looked up): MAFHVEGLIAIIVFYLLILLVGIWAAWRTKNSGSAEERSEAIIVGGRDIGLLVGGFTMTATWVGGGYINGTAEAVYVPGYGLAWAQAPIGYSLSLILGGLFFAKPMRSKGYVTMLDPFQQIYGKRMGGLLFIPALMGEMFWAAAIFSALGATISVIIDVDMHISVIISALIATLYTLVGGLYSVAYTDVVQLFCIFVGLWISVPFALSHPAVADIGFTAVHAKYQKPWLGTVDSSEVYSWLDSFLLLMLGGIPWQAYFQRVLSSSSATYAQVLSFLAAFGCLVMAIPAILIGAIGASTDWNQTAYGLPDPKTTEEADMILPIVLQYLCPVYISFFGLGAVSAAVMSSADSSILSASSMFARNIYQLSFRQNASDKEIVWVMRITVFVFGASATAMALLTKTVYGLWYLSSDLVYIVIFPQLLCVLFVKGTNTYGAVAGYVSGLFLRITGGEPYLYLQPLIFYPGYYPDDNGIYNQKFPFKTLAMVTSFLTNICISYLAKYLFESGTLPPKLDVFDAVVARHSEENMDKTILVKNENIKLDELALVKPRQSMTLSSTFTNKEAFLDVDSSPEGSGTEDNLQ
# STK33 kinase inh – blocks human STK33 kinase activity. inhibition, % at 10 µM. Q9BYT3. purified STK33, MBP phosphorylation, ADP-Glo luminescence. 0.073% of 320,000 active;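 active = inhibition at or above 25%, using the most active replicate where run in duplicate; inactive = inhibition below 25%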
# Target sequence (Q9BYT3 whole entry, looked up): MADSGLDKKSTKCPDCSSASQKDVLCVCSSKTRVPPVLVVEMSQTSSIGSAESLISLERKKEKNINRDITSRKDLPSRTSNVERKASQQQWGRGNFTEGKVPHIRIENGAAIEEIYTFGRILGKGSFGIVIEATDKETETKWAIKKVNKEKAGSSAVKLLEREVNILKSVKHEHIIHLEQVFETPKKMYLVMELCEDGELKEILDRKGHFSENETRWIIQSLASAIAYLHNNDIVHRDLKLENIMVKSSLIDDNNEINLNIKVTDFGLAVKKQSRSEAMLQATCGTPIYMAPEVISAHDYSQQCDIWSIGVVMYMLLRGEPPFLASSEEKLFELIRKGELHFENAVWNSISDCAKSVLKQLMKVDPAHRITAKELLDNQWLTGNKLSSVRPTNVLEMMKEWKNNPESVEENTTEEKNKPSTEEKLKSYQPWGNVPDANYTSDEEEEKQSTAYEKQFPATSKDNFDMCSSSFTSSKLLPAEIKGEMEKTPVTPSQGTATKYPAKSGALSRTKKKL
# CHT PAM – allosterically activates the human high affinity choline transporter; B-score at 10 µM; Q9GZV3; 0.49% of 310,000 active; CHT-expressing cells, membrane potential dye, choline EC20; hits give high values; LV-AA mutant CHT in HEK293 cells; AID 488977;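 active = initial fluorescence not abnormally high and integrated response B-score, plate-corrected, over 3 SD above library mean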
# * hit, by the source's call; i = inactive; / = no result given; & = joins results of further samples.
SMILES,CHT block,STK33 kinase inh,CHT PAM
Clc1cnc(N/N=C/c2cccs2)c(Cl)c1,i,1.0,i
CC(O)[C@H]1CC[C@H]2[C@@H]3CC[C@H]4C[C@@H](O)CC[C@]4(C)[C@H]3C(=O)C[C@]12C (stereo partly drawn),i,-0.2,i
c1ccc(OCCSc2nnnn2C2CCCCC2)cc1,i,1.2,i
O=C(O)C(Cc1ccccc1)NS(=O)(=O)c1ccc2c(c1)OCCO2 (stereo not drawn),i,-1.5,i
COc1ccc(/C=C/C(=O)c2cc(Cl)ccc2O)c(OC)c1,i,-1.8,i
CC(=O)Nc1ccc(C(=O)NNC(=O)c2cc([N+](=O)[O-])cc([N+](=O)[O-])c2)cc1,i,-1.6,i
O=c1[nH]cc(O)c(=O)[nH]1,i,-1.9,i
CC(=O)Nc1ccc(C(=O)CSc2cc(C)c3cccc(C)c3n2)cc1,i,/,i
Cc1sc2ncnc(OCC(=O)NC3CCS(=O)(=O)C3)c2c1C (stereo not drawn),i,-0.8,i
Oc1ccc(/C=N/n2cc(-c3ccccc3)[nH]c2=S)cc1,i,6.9,i
COc1ccc(/C(N)=N/OC(=O)c2c(-c3ccccc3Cl)noc2C)cc1OC,i,0.6,i
OCc1cn(-c2ccccc2)nn1,i,-1.9,i
O=S(=O)(Nc1ccccc1N1CCOCC1)c1ccc(F)c(Cl)c1,i,-0.8,i
Cc1cc(Cl)ccc1Oc1ncc(-c2ccc(Cl)cc2)cn1,i,0.6,i
CCCCn1c(SCC(=O)OC)nc2c1c(=O)n(C)c(=O)n2C,i,-1.6,i
OCCNc1nc(NCc2ccccc2)c2ccccc2n1,i,-2.1,i
Cc1cc(C)n(C(=O)Cn2nc(C)c(Cl)c2C)n1,i,-0.7,i
Cc1[nH]c2ccccc2c1SCC(=O)N1CCCCCC1,i,-1.1,i
COc1ccccc1NC(=O)C1CCCN(S(=O)(=O)c2cnc[nH]2)C1 (stereo not drawn),i,-2.0,i
CS(=O)(=O)N1CCN(c2ccc(Cl)cc2[N+](=O)[O-])CC1,i,0.5,i
C=C(C)CSc1nc2c(c(=O)[nH]c(=O)n2C)n1Cc1ccccc1,i,0.6,i
CCOC(=O)c1c(NC(=O)/C=C/c2ccco2)sc(C)c1C,i,0.3,i
O=C(Nc1cccc(C(=O)N2CCN(c3ccc(F)cc3)CC2)c1)c1ccccc1,i,-0.1,i
Cc1[nH]n(-c2ccccc2)c(=O)c1N=Nc1ccccc1C(=O)N1CCCCC1,i,0.9,i
CCNC(=S)N1C2CCC1CC(NC(=O)NC1CCCCC1)C2 (stereo not drawn),i,-1.3,i
O=C(c1cccs1)n1nc(-c2ccccc2)nc1NCc1ccc(F)cc1,i,0.1,i
Cc1ccc(/C=c2\sc3n(c2=O)CN(c2ccc(Br)cc2)CN=3)o1,i,-0.4,i
C[C@]12CCC(=O)C=C1CC[C@@H]1[C@@H]2[C@@H](O)C[C@@]2(C)[C@H]1CC[C@]2(O)C(=O)COC(=O)CCC(=O)O,i,-0.2&0.0,i
Cc1ccc(NC2OC(CO)C(O)C(O)C2O)cc1 (stereo not drawn),i,-0.4,i
O=C1CC(NNc2ccccc2)C(=O)N1c1ccccc1 (stereo not drawn),i,-1.2,i
CC(=O)c1sc(NC(=O)C(C)C)nc1C,i,-0.2,i
CCc1ccc(NC2CC(=O)N(c3ccc(OC)cc3OC)C2=O)cc1 (stereo not drawn),i,-2.3,i
COc1cccc(CNS(=O)(=O)c2ccc(-n3cnnn3)c(C)c2)c1,i,-1.0,i
c1ccc(Cn2c(CSc3nnnn3-c3ccccc3)nc3ccccc32)cc1,i,-1.2,i
O=C(CN(c1ccccc1F)S(=O)(=O)c1ccccc1)Nc1ccc2c(c1)OCCO2,i,-0.8,i
CCc1ccccc1N1CC23C=CC(O2)C(C(=O)OCC(C)C)C3C1=O (stereo not drawn),i,2.8,i
O=C1CC(N2CCN(c3ccc(F)cc3)CC2)C(=O)N1Cc1cccs1 (stereo not drawn),i,0.7,i
COc1ccc(CCNC(=O)CCN2C(=O)COc3ccc(C)cc32)cc1OC,i,-0.1,i
CCNC(=S)N/N=C(\C)c1ccc2ccccc2c1,i,0.0,i
COc1ccc(OC)c(/C=c2\sc3nc(-c4cccs4)nn3c2=O)c1,i,-4.8,i
C=C(C)C1CCC2(C(=O)O)CCC3(C)C(CCC4C5(C)C(C=O)C(O)C(C)(C)C5CCC43C)C12 (stereo not drawn),i,-0.4,i
CCOc1cccc(/C=N/NC(=O)C2CCCC2)c1O,i,-2.6,i
O=C(COC(=O)C12CC3CC(CC(C3)C1)C2)Nc1ccc([N+](=O)[O-])cc1Cl,i,-0.4,i
CCOc1ccc(NC(=O)Cn2nnc(C(=O)NCc3ccco3)c2N)cc1,i,-1.2,i
COc1ccc(OCc2nnc(SCC(=O)NC3CCCCC3)o2)cc1,i,0.9,i
C1=C(c2ccccc2)Nc2ncnn2C1c1ccccc1 (stereo not drawn),i,-0.6,i
CCC(=O)N1c2ccc(S(=O)(=O)CCC(=O)NC3CCCC3)cc2CC1C (stereo not drawn),i,-0.8,i
Cc1ccccc1S(=O)(=O)NC1=NCCCCC1,i,-1.7,i
O=C(CCC(=O)N(CC(=O)NC1CCCCC1)Cc1cccs1)Nc1ccccn1,i,0.7,i
COc1cc(OC)cc(-c2nnc(NC(=O)CCS(=O)(=O)c3ccccc3)o2)c1,i,0.7,i
CCC(C)C(=O)Nc1nc(C)c(-c2csc(Nc3cc(OC)ccc3OC)n2)s1 (stereo not drawn),i,0.0,i
O=C(O)Cc1ccc(-c2ccccc2-c2ccccc2)cc1,i,-0.8,i
COc1ccc(-c2cn3nc(SCC(=O)NCC4CCCO4)ccc3n2)cc1 (stereo not drawn),i,1.5,i
COc1cccc(-n2c(Cc3cc(=O)[nH]c(=O)[nH]3)nnc2SCC(=O)N2CCCCCC2)c1,i,1.6,i
Nc1nnnn1/N=C/c1cc([N+](=O)[O-])ccc1O,i,2.6,i
CC(=O)Nc1ccc2cc3ccc(NC(C)=O)cc3nc2c1,i,3.9,i
CCOc1ccccc1C(=O)N1CCN(c2cccc(Cl)c2)CC1,i,1.5,12*
Cc1ccc(-c2csc3ncnc(-n4nnc5ccccc54)c23)cc1,-7.5*,-3.5,i
Cc1ccc(C)c(OCC(=O)Nc2ccc(S(=O)(=O)N3CCN(C)CC3)cc2)c1,i,-0.1,i
O=C(Cc1cccs1)NCc1cccc(Cl)c1,i,-0.5,i

# Continued:
SMILES,CHT block,STK33 kinase inh,CHT PAM
c1ccc(Cc2ccc(OCCn3cncn3)cc2)cc1,i,-0.8,i
CC(=O)c1cn(CC(=O)NCc2ccc3c(c2)OCO3)c2ccccc12,i,-2.1,i
CCC(=O)Nc1ccc2c(c1)ncn2-c1ccc(C)cc1,i,-0.1,i
CCOC(=O)c1c(C)[nH]c(C(=O)Nc2ccc(NC(C)=O)cc2)c1C,i,0.7,i
Cc1ccc2c(c1)N(CC(=O)NCCCN1CCCC1)C(=O)CO2,i,-0.7,i
COc1ccc(C2=NS(=O)(=O)N(C)C(C(=O)NC3CCCCC3)=C2)cc1OC,i,-0.4,i
COc1cc(C(=O)NC(=S)NC(C)C)cc(OC)c1OC,i,-0.5,i
Cc1ccc(N=C2NC(=O)CS2)cc1C,i,-0.5,i
CCc1ccc([C@@H]2CC=C(C(=O)O)[C@H](c3ccc(F)cc3)N2S(=O)(=O)c2ccc(C)cc2)cc1,i,-2.0,i
O=c1[nH]c(C2CCN(S(=O)(=O)c3ccc(F)cc3)CC2)nc2c1nnn2Cc1ccc2c(c1)OCCO2,i,12,i
O=C(Cc1csc(Nc2nc(=S)[nH]c3ccccc23)n1)NCc1ccccc1Cl,i,-1.2,i
CCOc1ccc(C(C)=O)cc1CN1C(=O)NC2(CCCCC2C)C1=O (stereo not drawn),i,-1.3,i
CCOCCOC(=O)c1ccc(NC(=O)c2cc(OC)c(OC)c(OC)c2Br)cc1,i,/,i
O=C(CSc1ncccn1)Nc1cccc2ccccc12,i,-0.9,i
O=C(COC(=O)CCCOc1ccccc1)NNC(=O)c1ccc([N+](=O)[O-])cc1,i,0.4,i
CCC(C(=O)N1CCOCC1)n1c(C(=O)OC)cc2occc21 (stereo not drawn),-6.5*,-0.8,i
CC1CCCC(NC(=O)COC(=O)c2ccc(S(=O)(=O)N3CCOCC3)cc2)C1C (stereo not drawn),i,-0.6,i
CC(=O)Nc1ccc(S(=O)(=O)N2CCN(Cc3cccnc3)CC2)cc1,i,1.2,i
COC(=O)Nc1ccc(S(=O)(=O)N(C)CC(F)(F)C(F)F)cc1,i,0.5,i
Cc1ccn2cc(CNS(=O)(=O)c3ccc(Cl)s3)nc2c1,i,0.3,i
CCCNC(=O)Cn1c(=O)/c(=C\c2ccc(-c3cccc([N+](=O)[O-])c3)o2)s/c1=C\C(=O)C(C)(C)C,i,1.0,i
CCN(CC)CCN(C(=O)c1ccc(S(=O)(=O)N2CCCC2)cc1)c1nc2cc(C)cc(C)c2s1,i,0.1,i
O=C(CCC(=O)Nc1ccc(F)cc1)N/N=C/c1ccncc1,i,-0.4,i
CCc1nnc(NC(=O)C2(C)COC(c3ccccc3)OC2)s1 (stereo not drawn),i,-0.9,i

# An excerpt from above in order of number of heavy atoms, ascending:
SMILES,CHT block,STK33 kinase inh,CHT PAM
Cc1ccc(NC2OC(CO)C(O)C(O)C2O)cc1 (stereo not drawn),i,-0.4,i
CC(=O)c1cn(CC(=O)NCc2ccc3c(c2)OCO3)c2ccccc12,i,-2.1,i
CCC(C)C(=O)Nc1nc(C)c(-c2csc(Nc3cc(OC)ccc3OC)n2)s1 (stereo not drawn),i,0.0,i
O=C(Nc1cccc(C(=O)N2CCN(c3ccc(F)cc3)CC2)c1)c1ccccc1,i,-0.1,i

# The list goes on.
SMILES,CHT block,STK33 kinase inh,CHT PAM
COc1cccc(NC(=O)CN(C)C(=O)Cn2c(=O)oc3ccccc32)c1,i,2.3,i
O=C1C2C3C=CC(CC3)C2C(=O)N1/N=C/c1ccco1 (stereo not drawn),i,-1.6,i
O=C1CC(N2CCN(c3ncccn3)CC2)C(=O)N1CCc1ccccc1 (stereo not drawn),i,-0.8,i
COc1ccc(S(=O)(=O)N2CCOCC2)cc1NC(=O)c1ccc(-n2nc(C)cc2C)cc1,i,-1.2,i
CN(CCC#N)C(=S)Nc1ccc(Oc2ccccc2)cc1,i,-1.5,i
O=S(=O)(Nc1cccc2[nH]ncc12)c1cccs1,i,2.1,i
O=c1c(N2CCOCC2)nsn1Cc1ccccc1,i,-0.5,i
O=C(NCCOc1ccccc1)c1cncc(Br)c1,i,-0.2,i
Clc1ccc(-c2csc(-c3cccnc3)n2)s1,i,-1.7,i
CC(C)c1ccc(C(O)c2cnc(C(C)C)n2C)cc1 (stereo not drawn),i,0.3,i
Cc1cccc(NC(=O)C2C3CCCCC32)c1 (stereo not drawn),i,-1.3,i
Cc1cccc(NS(=O)(=O)c2ccc(C(=O)NCC(C)(C)N3CCOCC3)cc2)c1C,i,0.6,i

# A different layout for some results above:
compound | CHT block | STK33 kinase inh | CHT PAM
Cc1cccc(NS(=O)(=O)c2ccc(C(=O)NCC(C)(C)N3CCOCC3)cc2)c1C | i | 0.6 | i
COc1cccc(NC(=O)CN(C)C(=O)Cn2c(=O)oc3ccccc32)c1 | i | 2.3 | i
Cc1cccc(NC(=O)C2C3CCCCC32)c1 (stereo not drawn) | i | -1.3 | i
O=C1C2C3C=CC(CC3)C2C(=O)N1/N=C/c1ccco1 (stereo not drawn) | i | -1.6 | i
CN(CCC#N)C(=S)Nc1ccc(Oc2ccccc2)cc1 | i | -1.5 | i
COc1ccc(S(=O)(=O)N2CCOCC2)cc1NC(=O)c1ccc(-n2nc(C)cc2C)cc1 | i | -1.2 | i
CC(C)c1ccc(C(O)c2cnc(C(C)C)n2C)cc1 (stereo not drawn) | i | 0.3 | i

# (continued)
SMILES,CHT block,STK33 kinase inh,CHT PAM
Cc1ccc(-c2nn(-c3ccccc3)cc2/C=C/C(=O)OCC(=O)NC2CC2)o1,i,-0.7,i
Cc1ccc(C2=NNC(c3ccc(Cl)cc3)=Nc3ccccc32)o1,i,-0.1,i
Cc1onc(-c2ccccc2)c1-c1nnc(-c2ccccc2C(F)(F)F)o1,i,-0.2,i
CCCCCCCCCCS(=O)(=O)N/N=C/c1ccc(O)cc1,i,-3.1,i
Cn1cc(/C=C2\SC(=S)N(NC(=O)c3ccccc3)C2=O)c2ccccc21,i,0.8,i
CC(C)(C)C(=O)Cn1nnc(-c2ccc(C(F)(F)F)cc2)n1,i,-0.7,i
CCOc1ccc(OCCOC(=O)C2CCN(S(=O)(=O)c3ccc(C)c(C)c3)CC2)cc1,i,-1.1,i
CC1CC(C)CN(CCCNC(=O)c2ccc(CNS(=O)(=O)c3ccc(F)cc3)cc2)C1 (stereo not drawn),i,-1.2,i
C=CC[C@]12CC=CC(=O)[C@@]1(O)O[C@H](c1ccc(OC)c(OC)c1)[C@H]2C,i,1.5,i
C=CCOc1ccc(/C=C\c2nc(O)c([N+](=O)[O-])c(=O)[nH]2)cc1OCC,i,-0.2,i
CC(C)C(C(=O)O)N1CCS(=O)(=O)CC1 (stereo not drawn),i,-1.2,i
Cc1ccc(NC(=O)NC(=O)CSc2n[nH]c(N)n2)c(C)c1,i,-1.5,i
O=C(c1cnn(-c2ccc(Cl)cc2)c1)c1ccccc1O,i,0.0,i
O=C(Cn1cnc([N+](=O)[O-])n1)NCc1ccccc1,i,4.7,i
CCn1c(/C=C/Nc2ccccc2)[n+](CC)c2ccc(C(=O)OCC(F)(F)F)cc21,i,/,7*
O=C(Nc1ccc(N2CCCC2)cc1)c1cc(Br)ccc1Cl,i,-0.6,i
Cc1ccc(CN/C=C/C(=O)c2ccc(Br)cc2)cc1,i,/,i
COCCCNc1nc2nonc2nc1N1C[C@H]2CC[C@H]1C2,i,-2.2,i

# Compound activity (PubChem)
